RSV antiviral HEp-2 – inhibition of RSV-induced cytopathic effect – HEp-2 cells, primary 10 µM value included (AID 2391); 310,000 compounds, 0.13% hits; HEp-2 cells, RSV-induced CPE inhibition; higher % means a stronger effect; CPE inhibition, % at 10 µM; hits with a dose series show IC50 in µM; in the data active = a potency from the dose series; inconclusive = CPE inhibition mostly from about 23% at the one dose, without a potency; inactive = the rest, 99 in 100 with CPE inhibition below about 21%; note: strong numbers were not always called active
Dengue-2 NS5 capping – Dengue-2 NS5 methyltransferase inhibitors, primary screen, biochemical, confirmation dose response (AID 588689) | Dengue-2 NS5 methyltransferase capping enzyme assay, biochemical; higher % means a stronger effect | inhibition, % at 25 µM, or IC50 in µM where a hit was titrated | 340,000 compounds, 0.3% hits; in the data active = a potency from the dose series; inconclusive = inhibition above about 29% without an active follow-up result
SV40 large T antigen – SV40 large T antigen inhibitors, biochemical (AID 1903); SV40 large T antigen ATPase/helicase inhibition assay; higher % means a stronger effect; inhibition, % at 20 µM; hits with a dose series show IC50 in µM; 310,000 compounds, 0.39% hits; in the data active = a potency from the dose series; inconclusive = inhibition mostly from about 32% at the one dose, without a potency; inactive = the rest, 99 in 100 with inhibition below about 32%; note: strong numbers were not always called active
MgcRacGAP inhibition – MgcRacGAP GTPase-activating activity inhibitors, confirmation, biochemical, ADP Hunter fluorescence | MgcRacGAP-stimulated Rac1 GTP hydrolysis, ADP Hunter fluorescence; higher % means a stronger effect; GST-tagged Rac1 F28L mutant substrate | 340,000 compounds, 0.6% hits | inhibition, % at 30 µM; hits with a dose series show IC50 in µM;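 active = first-screen hits whose inhibition reached a set limit at any dose in the follow-up dose series; inconclusive = inhibition above the set first-screen limit but never retested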;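 note: fluorescence reports GDP produced by GAP-driven GTP hydrolysis; strong numbers were not always called active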
LYP phosphatase – PTPN22 lymphoid phosphatase activity blockers – biochemical, fluorescence intensity, uHTS (AID 1779); recombinant LYP phosphatase, fluorescence intensity; higher % means a stronger effect; inhibition, % at 11.5 µM; hits with a dose series show IC50 in µM; 290,000 compounds, 0.054% hits; in the data active = inhibition above about 50%;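 note: plate controls were vehicle with enzyme for no effect and no enzyme for full effect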
XIAP antagonists – small molecules displacing peptide from XIAP – biochemical, IAP family, fluorescence polarization (AID 1018) | displacement, % at 20 µM; hits with a dose series show IC50 in µM | 200,000 compounds, 0.007% hits | XIAP BIR domain, fluorescence polarization peptide displacement; higher % means a stronger effect; in the data active = displacement above about 50%; note: a part of the inactive calls stands beside numbers as strong as those of hits
HIV fusion peptide – cell-free HIV fusion peptide-binding blockers – biochemical, uHTS, fluorescence dequenching, primary screen (AID 1986); cell-free peptide binding, fluorescence dequenching, 30 min; higher % means a stronger effect; inhibition, % at 20 µM; hits with a dose series show IC50 in µM; 290,000 compounds, 0.3% hits; in the data active = inhibition mostly above about 52%, no sharp cut-off; inactive = mostly below about 76%; note: some results filed as inactive read as strong as hits
AID2073 – inhibitors of Mint1-CaV2.2 protein interaction, biochemical, HTRF (AID 2073). HTRF protein-protein interaction, Mint1-CaV2.2; higher % means a stronger effect. inhibition, % at 20 µM, or IC50 in µM where a hit was titrated. 290,000 compounds, 0.19% hits; in the data active = inhibition mostly above about 51%, no sharp cut-off; inconclusive = no clear call, values can overlap the other calls; inactive = mostly below about 53%; note: some results filed as inactive read as strong as hits
Siah-1 displacement – Siah-1 peptide-binding antagonists, primary screen, biochemical, fluorescence polarization, rhodamine-plectin, uHTS (AID 1817) | 290,000 compounds, 0.02% hits | Siah-1 / rhodamine-plectin peptide fluorescence polarization; higher % means a stronger effect | one-dose displacement, % at 20 µM; IC50 in µM for titrated hits;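 active = displacement of at least 50% at 20 µM, with a fluorescence ratio check between 0.3 and a set limit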;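 note: plate controls were Siah plus tracer with DMSO for no effect and tracer alone without Siah for full effect; strong numbers were not always called active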
The depositor's hits bear a star; ? = inconclusive; / = not tested or not shown.

entry	compound	RSV antiviral HEp-2	Dengue-2 NS5 capping	SV40 large T antigen	MgcRacGAP inhibition	LYP phosphatase
1	OCC[C@H]1C[C@H](O)[C@@H](O)[C@@]2(CCCc3ccccc3O2)O1	3.5%	1%	5%	5%	/
2	Cc1ccccc1CN(c1ccc(C(=O)Nc2ccccc2C(=O)N2CCCC2)cc1)S(C)(=O)=O	1.8%	-8%	-1%	9%	-10%
3	Fc1ccc(CSc2ccc3nnc(-c4cccnc4)n3n2)cc1	4.2%	-7%	4%	9%	0%
4	COc1cc(Cn2ccnc2)c(OC)cc1Cn1ccnc1	0.8%	-3%	7%	11%	-7%
5	COc1cccc(OC)c1C(=O)N1CCN(Cc2ccc3c(c2)OCO3)CC1	2.5%	-5%	2%	248µM*	0%
6	COc1ccc(S(=O)(=O)N(Cc2cccnc2)Cc2cc3ccccc3[nH]c2=O)cc1	0.1%	-1%	5%	4%	-12%
7	Cc1nc(-c2ccc(Cl)cc2)sc1C1(C)CC(c2ccc(OC(F)(F)F)cc2)=NO1 (configuration not stated)	1.0%	1%	4%	-2%	1%
8	CC1(C)CC=C(NNC(=O)c2cccnc2)C(=O)C1	1.3%	-7%	4%	2%	-4%

entry	XIAP antagonists	HIV fusion peptide	AID2073	Siah-1 displacement
1	/	/	/	/
2	-5.3%	1.8%	2%	1%
3	-4.2%	-0.7%	2%	5%
4	0.6%	0.3%	2%	1%
5	0.3%	5.0%	-1%	5%
6	/	0.0%	-3%	3%
7	/	-0.6%	9%	-5%
8	-2.3%	-0.1%	3%	1%

Further entries follow.
entry	compound	RSV antiviral HEp-2	Dengue-2 NS5 capping	SV40 large T antigen	MgcRacGAP inhibition	LYP phosphatase
9	CCCCNC(=O)/C=C/c1cccs1	0.3%	1%	4%	10%	-1%
10	CC(=O)c1ccc(OCCCC(=O)NC2CCC(C)CC2)cc1 (configuration not stated)	1.2%	-7%	24%	3%	-10%
11	CC1Sc2ccc(S(=O)(=O)CCC(=O)N(C)Cc3ccccc3)cc2NC1=O (configuration not stated)	2.0%	-6%	-1%	7%	-10%
12	COC(=O)C(NC(=O)c1ccccc1)=C1CCCCC1	0.4%	-7%	0%	7%	3%
13	O=[N+]([O-])c1ccccc1CN1CCN(S(=O)(=O)Cc2ccccc2)CC1	4.7%	-1%	11%	6%	-8%
14	O=C1C(=O)N(Cc2ccncc2)C(c2cccc(O)c2)/C1=C(\O)c1ccc2c(c1)OCCO2 (configuration not stated)	-1.8%	0%	-15%	-10%	1%
15	COc1ccc([N+](=O)[O-])cc1NS(=O)(=O)c1cccc(C(=O)O)c1	0.7%	14%	18%	6%	-5%
16	COc1ccc(C2CC(c3ccccc3)=NN2S(=O)(=O)c2ccc(C)cc2)c(OC)c1 (configuration not stated)	11%	-5%	1%	5%	-1%

entry	XIAP antagonists	HIV fusion peptide	AID2073	Siah-1 displacement
9	-4.4%	-1.0%	-4%	7%
10	/	0.3%	1%	1%
11	/	-0.5%	9%	-1%
12	-0.3%	-0.7%	3%	-2%
13	/	0.9%	-3%	6%
14	/	-1.4%	25%	-2%
15	/	1.2%	-8%	6%
16	-8.3%	0.5%	2%	-2%

Carrying on.
entry	compound	RSV antiviral HEp-2	Dengue-2 NS5 capping	SV40 large T antigen	MgcRacGAP inhibition	LYP phosphatase
17	COc1cccc(CNC(=O)c2ccc(CS(=O)c3ccccc3)o2)c1 (configuration not stated)	1.2%	-7%	2%	5%	-14%
18	COc1ccc(Cn2c(=O)c3c(nc(NCCO)n3C)n(C)c2=O)cc1	-0.6%	-1%	6%	6%	-10%
19	Nc1cc2c([N+](=O)[O-])cccc2o1	1.9%	-18%	9%	128µM*	-3%
20	O=C(NCc1ccccc1)c1cnc2n(c1=O)CCS2	1.0%	5%	-8%	3%	0%
21	C[C@H](NS(=O)(=O)OCC(Cl)(Cl)Cl)C1CC1c1ccccc1 (some centres not stated)	0.7%	1%	18%	2%	-9%
22	CC(=O)Oc1ccc2nc(CN3C(=O)c4ccc([N+](=O)[O-])cc4C3=O)oc(=O)c2c1	3.1%	-6%	1%	8%	-6%
23	Clc1ccc(-c2ccc(C=Nc3ccc(N4CCOCC4)cc3)o2)cc1	12%	-1%	10%	26%	0%
24	O=C(OCc1ccc(Br)cc1)c1ccncc1	1.5%	0%	-4%	0%	-6%

entry	XIAP antagonists	HIV fusion peptide	AID2073	Siah-1 displacement
17	/	0.4%	-1%	-2%
18	-9.2%	-2.0%	3%	1%
19	-7.6%	-1.5%	-13%	-2%
20	-2.7%	0.8%	-12%	4%
21	/	0.3%	4%	5%
22	-14%	0.9%	9%	3%
23	-6.9%	0.4%	-22%	1%
24	-9.3%	0.5%	2%	2%

Going on with the list:
entry	compound	RSV antiviral HEp-2	Dengue-2 NS5 capping	SV40 large T antigen	MgcRacGAP inhibition	LYP phosphatase
25	Cc1ccc(CN2[C@@H]3c4ccccc4C[C@@H]3OCCS2(=O)=O)cc1	0.9%	-5%	8%	-3%	-8%
26	Cc1noc(C)c1COC(=O)c1ccccc1Sc1ccccc1C#N	6.0%	-2%	4%	4%	1%
27	Cc1ccc(-n2nnc3c(=O)n(CC(=O)NCC4CCCO4)cnc32)cc1 (configuration not stated)	2.1%	1%	14%	1%	-9%
28	CC(=O)Nc1ccc(S(=O)(=O)NCC2CCC(C(=O)NCCCN3CCCC3=O)CC2)cc1 (configuration not stated)	1.3%	1%	2%	12%	6%
29	Cc1ccc(Nc2nc(CSc3nnc(-c4ccccc4)n3C)cs2)cc1	15%	-4%	5%	17%	0%
30	CCC/S(CC1CC1(Cl)Cl)=N\S(=O)(=O)c1ccc(C)cc1 (configuration not stated)	4.2%	-1%	0%	7%	-7%
31	COc1ccc(S(=O)(=O)N2CCN(Cc3cccc(Cl)c3)CC2)cc1	3.8%	-2%	8%	-4%	0%
32	O=C(NCc1ccc(F)cc1)C(c1ccccc1)N(C(=O)c1csnn1)C1CC1 (configuration not stated)	0.9%	-6%	15%	2%	-7%

entry	XIAP antagonists	HIV fusion peptide	AID2073	Siah-1 displacement
25	/	-1.0%	-3%	-1%
26	0.6%	3.3%	-6%	-1%
27	0.5%	0.7%	0%	0%
28	-5.6%	2.2%	-6%	0%
29	-4.2%	7.7%	0%	-2%
30	-1.9%	-0.9%	10%	1%
31	-4.3%	-3.2%	-9%	0%
32	-7.0%	-0.2%	15%	8%

(continued)
entry	compound	RSV antiviral HEp-2	Dengue-2 NS5 capping	SV40 large T antigen	MgcRacGAP inhibition	LYP phosphatase
33	N=c1c(C(=O)NC2CCCCC2)cc2c(=O)n3ccccc3nc2n1CC1CCCO1 (configuration not stated)	3.7%	3%	6%	17%	-59%
34	COc1ccc(CC2SC(N)=NC2=O)cc1 (configuration not stated)	-0.2%	-10%	7%	7%	-10%
35	Cc1cnc(NC(=O)CSc2nnc(CNc3ccc(F)cc3)n2CC2CCCO2)s1 (configuration not stated)	2.9%	0%	20%	9%	-5%
36	CCc1cc(OCCCSc2nc(C)cc(=O)[nH]2)ccc1Cl	0.8%	0%	5%	9%	-4%
37	COc1ccccc1Nc1nc(N(C)c2ccccc2)nc(N)c1[N+](=O)[O-]	1.1%	2%	3%	2%	-3%
38	CCOc1cnn(-c2ccccc2)c(=O)c1Cl	3.4%	-1%	9%	4%	-10%
39	CC1CCCN(c2nc3c(c(=O)[nH]c(=O)n3C)n2Cc2ccccc2Cl)C1 (configuration not stated)	4.0%	-3%	1%	4%	1%
40	COc1ccc(N(C(=O)c2cccc([N+](=O)[O-])c2)S(=O)(=O)c2ccc3c(c2)n(C)c(=O)n3C)cc1	-1.2%	-5%	7%	11%	-4%

entry	XIAP antagonists	HIV fusion peptide	AID2073	Siah-1 displacement
33	/	2.3%	32%	5%
34	/	-1.5%	7%	11%
35	-4.1%	0.8%	16%	-2%
36	-2.8%	2.2%	16%	-2%
37	/	-1.6%	-5%	-4%
38	/	1.4%	5%	3%
39	-8.5%	-1.7%	?	-6%
40	-4.3%	-3.9%	2%	-1%

Further compounds.
entry	compound	RSV antiviral HEp-2	Dengue-2 NS5 capping	SV40 large T antigen	MgcRacGAP inhibition	LYP phosphatase
41	CC(=O)Nc1ccc(S(=O)(=O)NNC(=O)c2cccc([N+](=O)[O-])c2)cc1	0.9%	-13%	12%	6%	-2%
42	CC(=O)N1CCN(c2ccccc2NC(=O)c2ccc3ccccc3c2)CC1	2.0%	-5%	12%	5%	-4%
43	COCCNC(=O)C(=O)Nc1ccc(Br)cc1	2.5%	-1%	10%	11%	-6%
44	CCOC(=O)c1sc(NC(=O)Cn2nnc3sc4c(c3c2=O)CCCC4)nc1C	3.5%	-4%	3%	1%	3%
45	CCOC(=O)N1CCN(Cc2nc3ccc([N+](=O)[O-])cc3c(=O)n2-c2ccc(OC)cc2OC)CC1	3.2%	-8%	7%	-7%	0%

entry	XIAP antagonists	HIV fusion peptide	AID2073	Siah-1 displacement
41	/	1.0%	22%	0%
42	/	0.5%	-2%	-2%
43	-8.1%	0.8%	-6%	5%
44	-7.7%	9.2%	-4%	1%
45	/	-2.1%	-4%	4%

Bioassay records from PubChem BioAssay.

Compounds were not picked by outcome; 1.7% or so of the library scored in one or more.
